# Source: PubChem BioAssay
# miR122 inh – inhibitors of miR-122 in Huh7 cells; Huh7 miR-122 Renilla luciferase sensor, 48 h; neutral wells = 0, positive control = 100; activation (reporter increase), % at 12.5 µM; 0.3% of 340,000 active; AID 602342;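 active = mean replicate activation score at least 90 and every replicate individually at or above 90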;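 also: higher luciferase means less miR-122 activity so hits act as miR-122 inhibitors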
# PGC1a acetyl inh – PGC1a acetylation modulation, inhibitor mode. 0.17% of 350,000 active. inhibition, % at 15.6 µM. U2OS PGC1a acetylation, AlphaScreen anti-acetyl-lysine; with virally co-expressed GCN5 acetyltransferase. AID 651687;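 active = every replicate shows inhibition of at least 40%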;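 also: 0% = neutral control wells and 100% = positive control wells; some results beyond the cut were filed as inactive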
# PglD inh – blocks C. jejuni PglD acetyltransferase activity; purified PglD enzyme, DTNB colorimetric CoA detection; 0.098% of 360,000 active; inhibition, % at 12.5 µM; AID 602405; in the data active = inhibition above about 16%, passing the limit was not always enough; also: strong numbers were not always called active
# FN deposit inh – fibronectin deposition inhibition | inhibition, % at 12.6 µM | AID 743247 | AH1F fibroblasts, Alexa488-fibronectin deposition fluorescence, overnight | 0.086% of 350,000 active;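 active = mean inhibition across replicates of 30% or more, regardless of how many single replicates reach that level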;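 also: positive control wells lacked labelled fibronectin entirely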
#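 Schedule: 1 h cell adhesion before compound, then overnight fibronectin incubation; test system: AH1F fibroblast monolayer depositing Alexa488-labelled fibronectin into matrix; quantity: 10000 AH1F cells per well; probe or stimulus: fluorescent fibronectin at 24 nM final; signal: fluorescence, ex 485 nm, em 525 nm; evaluation: percent inhibition as loss of matrix-bound fibronectin fluorescence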
# Statin myotox sup – protects C2C12 myotubes from simvastatin toxicity; ATP luminescence, 48 h; scaled: DMSO 0, geranylgeraniol control 100; rescue of ATP level, % at 7.49 µM; 0.78% of 330,000 active;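 active = mean ATP rescue above about 67%, or every replicate alone reaching that limit, limit read from the data, passing the limit was not always enough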;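 also: myotubes were challenged with 10 µM simvastatin during compound exposure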
# Cneo AK release – causes C. neoformans cell lysis. adenylate kinase release luminescence, 4 h; normalised: neutral wells 0, clomiphene wells 100. lysis activity, % at 15 µM. 0.2% of 360,000 active;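 active = mean lysis activity across replicates of at least 80%, whatever share of replicates individually reach that level; inactive = mean lysis activity below 80%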
#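 Material: C. neoformans cells | Amount: Yeast cell density of 5 × 10^6 cells/mL | Medium: Fresh YPD growth medium | Dosing: Single dose | Times: Static 4 h at 37 °C with compound, 1 h detection | Detection: AK luminescence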
# INS-1E GSIS act – primary screen for activators of insulin secretion dependent on glucose, INS-1E cells, GLuc reporter luminescence | 0.61% of 370,000 active | INS-1E GLuc reporter insulin secretion, 2-3 h | activation, % at 16.6 µM;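 active = lowest replicate activation of at least 40%, so every replicate reaches that level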;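 also: 0% = median of neutral control wells and 100% = median of IBMX positive control wells; some compounds called inactive have numbers as strong as hits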
# CFTR F508del cor – correctors of CFTR F508del function in bronchial epithelial cells | activity (quench increase), % at 7.58 µM | 0.36% of 350,000 active | AID 720511 | CFBE cells, YFP halide quenching; stimulated with forskolin plus potentiator P3; % fluorescence drop versus neutral controls;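 active = mean added fluorescence quench of at least 8% versus neutral control, with both replicates also reaching 8%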;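 also: cells transiently co-express mutant CFTR-F508del with the halide-sensitive YFP; corrector assay measuring rescue of mutant channel to the surface after 24 h compound exposure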
# Active calls of the source: *; nt = not tested or not shown; & = joins results of further samples; [ ] = another dose, or the depositor's remark.
SMILES,miR122 inh,PGC1a acetyl inh,PglD inh,FN deposit inh,Statin myotox sup,Cneo AK release,INS-1E GSIS act,CFTR F508del cor
COc1cc(NS(=O)(=O)c2ccc(F)cc2)c(C(=O)O)cc1OC,-1.9,-5.6,-3.8,nt,2.6,-1.7,nt,nt
COc1ccc(-c2oc(=O)c3cc(OC)c(OC)cc3c2C#C[C@]2(O)CC[C@H]3[C@@H]4CCc5cc(OC)ccc5[C@H]4CC[C@@]32C)cc1,nt,nt,2.8,-3.1,-16.8,-0.2,nt,-4.9
Cc1cccc(NC(=O)CCC2CCN(Cc3nccs3)CC2)c1,-1.1,-12.5,0.3,0.0,-9.5,-1.6,-13.2,0.4
COc1ccccc1NC(=O)C(C)NC(c1ccccc1)c1ccccc1 (stereo not given),1.1,nt,-6.0,2.6,-20.4,-0.6,7.7,-1.6
O=C(C[C@@H]1C=C[C@H](NC(=O)CC2CC2)[C@@H](CO)O1)NCC(F)(F)F,nt,-1.7,0.6,-0.3,-15.2,1.5,14.7,0.0
O=C(Nc1ccnn1C1CCN(Cc2ccc(CO)o2)CC1)c1ccccc1Cl,nt,nt,-2.8,6.8,1.8,2.4,26.7,0.9
CC(=O)Oc1cc(C(=O)OCC(=O)NC23CC4CC(CC(C4)C2)C3)cc(OC(C)=O)c1OC(C)=O,-15.0,-20.4,1.6,-3.0,-18.0,-1.4,-3.8,10.1*
CC(=O)c1ccccc1OCC(O)CN1CCN(c2ccccn2)CC1 (stereo not given),0.8,10.3,0.2,-3.5,-4.2,-1.6,1.0,-0.7
COc1ccccc1OCCNC(=O)C(CCSC)NC(=O)COc1ccccc1 (stereo not given),-8.4,-1.2,3.3,-4.1,1.6,-0.9,-16.8,-1.8
COc1cccc(C(=O)Nc2cccc(-c3ccc(N4CCOCC4)nn3)c2)c1,-6.9,nt,nt,1.6,-31.5,nt,-6.7,-0.6
O=C(Nc1ccccc1F)N[C@H]1CC[C@@H](CCNC(=O)C2CCCC2)O[C@@H]1CO,-11.2[16.7 µM],1.6,1.1,4.1,1.4,-2.9,-2.6,-0.2
COc1ccccc1C(=O)NC(=O)COC(=O)/C(=C/c1ccccc1)NC(C)=O,-8.4,-3.5,2.1,1.7,-7.7,0.1,2.8,1.4
O=C(CN(c1ccc(F)cc1)S(=O)(=O)c1ccc2c(c1)OCCO2)Nc1ccc2c(c1)OCO2,20.8,-21.7,2.1,1.8,1.3,-0.6,nt,nt
COc1ccc(C(CNC(=O)c2ccc(Cl)s2)N2CCOCC2)cc1 (stereo not given),12.2,-7.0,0.6,-5.0,-6.1,1.7,-3.5,-1.3
Cc1ccc(NC(=O)c2ccc3c(=O)n4c(nc3c2)CCC4)cc1S(=O)(=O)N(C)C,-4.7,nt,1.2,-5.6,-1.2,3.5,10.6,-3.2
O=C(CN1CCN(CC(=O)Nc2ccc(-c3ccccc3)cc2)CC1)Nc1ccc(F)cc1,5.0,6.4,3.0,-5.8,5.8,5.3,-16.1,0.7
Nc1nc(C2CC2)c(Sc2sc(N)nc2C2CC2)s1,2.2,-9.2,-0.1,nt,69.4*,-2.1,nt,nt
C[C@@H]1CCCCO[C@@H](CN(C)S(=O)(=O)c2ccc(Cl)cc2)[C@@H](C)CN([C@H](C)CO)C(=O)c2cc(NC(=O)c3ccccc3)ccc2O1,2.7[16.7 µM],-5.5,-1.5,nt,nt,-1.9,19.8,0.3
O=c1c2ccccc2ncn1-c1ccc(Cl)c(Cl)c1,-5.9,9.9,5.5,nt,25.6,-2.2,4.7,-3.0
Cc1ccc2nc(-c3ccc(NC(=O)Cc4cccs4)cc3)[nH]c2c1,-0.7,-9.1,-1.6,nt,-68.8,-2.7,-1.6,-2.8
CC1(C)CC(=O)C2=C(C1)Nc1[nH]n(-c3ccccc3)c(=O)c1C2c1ccc2c(c1)OCO2 (stereo not given),27.9,-1.7,-1.4,nt,-1.9,1.8,nt,nt
O=C(C1CCOCC1)N1CC[C@@H]2[C@H]1c1cc(-c3ccc(F)cc3)ccc1N[C@@H]2CO,-4.1[16.7 µM],5.6,1.1,23.3,20.0,-4.8,24.4,3.2
O=C(CN1CCN(CCC(=O)Nc2ccccc2F)CC1)Nc1ccc(Cl)cc1,-2.3,-15.6,-4.3,nt,-14.4,6.2,nt,nt
O=C(OCCCc1ccncc1)c1ccc(S(=O)(=O)N2CCOCC2)cc1,4.9,-1.8,3.5,nt,-4.3,-1.3,2.8,-0.9
O=C(CSc1nnc2c(n1)[nH]c1ccccc12)Nc1ccc(N2CCOCC2)cc1,12.6,-6.5,2.1,0.1,-14.8,-1.5,-3.2,-1.7
SMILES,miR122 inh,PGC1a acetyl inh,PglD inh,FN deposit inh,Statin myotox sup,Cneo AK release,INS-1E GSIS act,CFTR F508del cor
C/C(CC(=O)NCc1ccco1)=N\NC(=O)c1ccc([N+](=O)[O-])cc1Cl,-4.8,1.8,-8.2,-1.4,nt,0.6,-14.5,2.1
CCOC(=O)C1CCCN(C(=O)CNS(=O)(=O)c2ccc(Br)s2)C1 (stereo not given),43.6,-0.5,1.2,nt,2.2,1.2,27.1,2.9
CC(C)NC(=O)Nc1cccc2c1O[C@@H](CN(C)Cc1ccc(Cl)c(Cl)c1)[C@@H](C)CN([C@@H](C)CO)C2=O,24.2[16.7 µM],0.5,-8.0,nt,7.9,-0.3,-8.8,-0.2
CCc1cc(C)cc(OCCNC(=O)c2cncc(Br)c2)c1,11.7,-37.6,-8.5,nt,nt,4.8,nt,nt
O=C(Nc1cccnc1)Nc1ccccc1Cl,-14.0,-13.6,0.7,-2.1,1.3,-0.4,nt,nt
O=C(O)c1ccc(S(=O)(=O)N2CCC(Cc3ccccc3)CC2)cc1,3.0,-7.6,-1.5,-5.6,6.4,-1.3,29.4,-0.6
O=C(CSc1ccc([N+](=O)[O-])cc1)Nc1cccc(S(=O)(=O)N2CCOCC2)c1,8.5,5.4,-3.6,2.2,-1.4,0.0,nt,-3.2
COc1ccc(C(=O)N2CCC(C)(C(=O)NS(=O)(=O)C3CC3)C2)cc1 (stereo not given),-2.2,nt,2.2,4.9,-2.2,1.1,28.1,-0.6
CCNC(=O)C1(C)CCN(C(=O)c2c(F)ccc(C)c2F)C1 (stereo not given),-4.4,5.0,-0.2,nt,-5.7,-0.4,15.9,-2.4
CCOC(=O)/C(C#N)=C/c1ccc(N2CCN(C)CC2)cc1,nt,nt,-11.4,2.6,nt,-3.1,4.9,nt
O=C(CNC(=O)c1ccc2c(c1)OCCO2)N/N=C/c1cccc(Br)c1,-1.9,-3.5,nt,7.1,-4.2,nt,-8.4,-0.1
CC(C)(C)N1CC23C=CC(C[C@@H]2C1=O)O3 (stereo not given in full),-4.1,-1.6,-6.5,2.7,-5.4,4.8,-2.1,2.0
CN1C(=O)c2cc(NC(=O)c3ccc(F)c(F)c3)ccc2OC[C@H]2O[C@@H](CC(=O)N[C@@H]3CCN(Cc4ccccc4)C3)CC[C@H]21,nt,nt,4.7,-1.5&7.7,9.8,6.8,-19.7&-15.0,nt
Cc1cc(C)nc(SCC(=O)OC(C)C(=O)Nc2ccccc2)n1 (stereo not given),-6.9,1.9,4.6,1.8,5.9,2.6,7.0,0.1
COc1cc(-c2nnn(CC(=O)NC3CCS(=O)(=O)C3)n2)ccc1OCc1ccccc1 (stereo not given),-0.6,-17.2,0.8,nt,6.0,0.0,nt,nt
C[C@@H]1CN(C2CCN(Cc3nc(CC4CC4)no3)CC2)C[C@H](C)O1,0.3,10.8,nt,-4.9,3.3,nt,-11.0,0.5
Cc1ccc(S(=O)(=O)NC2CC(C)(C)N(O)C(C)(C)C2)cc1,0.8,3.4,3.3,5.4,4.1,0.3,1.3,-4.5
CCn1c(COc2ccc3c(c2)OCO3)nnc1SCC(=O)O,-6.0,-0.4,-1.5,nt,nt,1.4,22.9,nt
N=C1C(c2ccccc2)=C(O)CN1c1ccccc1N1CCOCC1,-3.3,-4.3,-2.7,-2.4,-8.7,0.5,-0.6,nt
C=C1C(=O)O[C@@H]2[C@H]1[C@@H](OC(=O)/C(C)=C/C)C/C(C)=C\C(=O)/C=C(\C)[C@@H]2O,-11.3,-197.7,-0.5,-0.5,59.3,2.6,48.2,9.7*
COc1cc(NC(=O)CCCSc2nc(-c3ccco3)cc(C(F)(F)F)n2)cc(OC)c1OC,-1.3,-10.6,1.6,nt,6.1,3.5,nt,nt
O=C(NC1CCCC1)N1CC2(C1)[C@@H](c1ccccc1)[C@@H](CO)N2CC1CCCC1,nt,18.4,nt,-3.3,nt,nt,-16.2,3.6
COc1cccc(S(=O)(=O)Nc2ccc3c(c2)C(=O)N(C)[C@H]2CC[C@@H](CC(=O)O)O[C@H]2CO3)c1,33.3[16.7 µM],5.2,2.4,-10.1,15.3,-5.3,-5.2,-2.1
CCNS(=O)(=O)c1ccc(CCC(=O)NCc2ccncc2)cc1,0.0,5.7,1.2,-6.6,3.3,2.5,16.7,5.2
CN(C1CCCCC1)S(=O)(=O)c1ccc(Cl)c(C(=O)O)c1,-3.3,-14.4,4.0,-7.1,0.7,2.2,22.7,nt

# An excerpt from above in order of length of the SMILES, ascending.
SMILES,miR122 inh,PGC1a acetyl inh,PglD inh,FN deposit inh,Statin myotox sup,Cneo AK release,INS-1E GSIS act,CFTR F508del cor
N=C1C(c2ccccc2)=C(O)CN1c1ccccc1N1CCOCC1,-3.3,-4.3,-2.7,-2.4,-8.7,0.5,-0.6,nt
O=C(CSc1ccc([N+](=O)[O-])cc1)Nc1cccc(S(=O)(=O)N2CCOCC2)c1,8.5,5.4,-3.6,2.2,-1.4,0.0,nt,-3.2
COc1cccc(S(=O)(=O)Nc2ccc3c(c2)C(=O)N(C)[C@H]2CC[C@@H](CC(=O)O)O[C@H]2CO3)c1,33.3[16.7 µM],5.2,2.4,-10.1,15.3,-5.3,-5.2,-2.1

# (more compounds)
SMILES,miR122 inh,PGC1a acetyl inh,PglD inh,FN deposit inh,Statin myotox sup,Cneo AK release,INS-1E GSIS act,CFTR F508del cor
CCN(CC(=O)NCc1ccc(Cl)cc1)C(=O)/C=C/c1ccc(Cl)c([N+](=O)[O-])c1,nt,nt,-6.7,2.9,4.6,-0.4,24.4,1.0
Cc1ccc2c(CC(=O)NC3CCCc4ccccc43)coc2c1 (stereo not given),3.6,nt,2.9,5.7,2.9,-0.9,-40.2,nt
CC1CCN(S(=O)(=O)c2ccc([N+](=O)[O-])cc2)CC1,nt,nt,-2.5,11.6,14.8,1.6,5.9,0.8
COC(=O)Nc1ccc(S(=O)(=O)N2CCCC(C(=O)NC3CCCCC3)C2)cc1 (stereo not given),-5.9,3.2,3.2,-9.5,4.0,1.4,-20.5,1.9
O=C(O)c1ccc([N+](=O)[O-])cc1-c1cc([N+](=O)[O-])ccc1C(=O)O,nt,12.8,5.1,-2.9,1.0,2.4,nt,-2.1
COc1ccc(N2CCN(C(C)C(=O)N3CC(C)OC(C)C3)CC2)cc1 (stereo not given),nt,3.7,nt,6.4,nt,nt,-11.5,0.1
COc1cccc(N(C(=O)c2cccs2)c2nc3ccccc3s2)c1,-5.7,7.1,-7.2,nt,-40.1,3.8,nt,nt
CCOc1ccccc1CNn1cnnc1SCC(=O)NC(C)(C)C,-2.7,nt,2.1,0.5,2.0,0.1,-2.8,0.7
O=C(NCc1ccccn1)c1cc(-c2ccc(Cl)cc2)oc1C(F)(F)F,-2.6,3.8,-0.6,2.2,nt,-0.3,-29.7,2.4
COC(=O)c1sccc1NC(=O)c1cccs1,-3.5,4.5,1.0,1.4,nt,1.5,10.7,-2.4
COc1cccc(NC(=O)N[C@H]2C=C[C@@H](CC(=O)N3CCCCC3)O[C@@H]2CO)c1,nt,-2.9,-0.3,nt,-5.3,4.3,7.4,-1.7
